Screening data (PubChem)
GalR3 antagonist: antagonists of human GalR3. 360,000 compounds, 0.44% hits. inhibition, % at 3 µM. AID 651719. HEK293 GalR3-CNG cAMP membrane potential fluorescence; galR3 body fused to GalR1 C-terminus;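 active = inhibition above the screen-wide average plus 3 SD, cut at about 13% in these data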;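 also: forskolin and galanin both at EC90 stimulate the cells; cAMP rise reported by CNG channel membrane potential dye signal; 0% = forskolin plus galanin with DMSO and 100% = forskolin alone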
Target sequence (O60755 1-299 limits assumed): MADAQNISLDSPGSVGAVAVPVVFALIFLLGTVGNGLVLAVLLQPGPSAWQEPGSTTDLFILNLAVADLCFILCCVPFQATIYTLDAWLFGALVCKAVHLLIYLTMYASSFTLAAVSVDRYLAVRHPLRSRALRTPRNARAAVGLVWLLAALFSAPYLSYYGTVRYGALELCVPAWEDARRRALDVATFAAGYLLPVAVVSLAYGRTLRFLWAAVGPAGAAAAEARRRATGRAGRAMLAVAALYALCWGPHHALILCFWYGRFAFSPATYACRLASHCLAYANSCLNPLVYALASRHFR
CRFBP-R2 agonist: CRF-BP/CRF-R2 complex agonism; activation, % at 13.2 µM; HEK293 CRF-R2/CRF-BP, calcium dye fluorescence (FLIPR); percent of saturating CRF peptide response; 350,000 compounds, 0.46% hits;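 active = activation of at least 50%, plus an integration ratio under a set limit after plate pattern correction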;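 also: plate controls were neutral control wells without compound for no effect and CRF at EC100 for full effect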
FID counter: counter-screen for HCV NS3 helicase inhibitors: DNA intercalator displacement. DNA fluorescent intercalator displacement, fluorescence. inhibition, % at 7.9 µM. 290,000 compounds, 0.17% hits. AID 1845; in the data active = inhibition above about 37%;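 also: 0% = vehicle and 100% = reference compound; higher means more ethidium bromide displaced from hairpin DNA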
MEKK3 PB1 HTS: modulators (inhibitors or enhancers) of MEK5 binding to human MEKK3 PB1 domain; 290,000 compounds, 1.4% hits; binding response (% of control), % at 10 µM; Q99759; bead-based flow cytometry, Alexa488-MEK5 binding to MEKK3; actives lie on both sides; 0 = blocked by unlabeled MEK5, 100 = vehicle;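 active = binding response more than 3 SD above or below the average of its plate-row segment, actives on both sides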;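 also: Alexa488 bead fluorescence after subtracting the streptavidin-only scavenger bead signal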
Target sequence (Q99759 whole entry, looked up, the tested form may be a part): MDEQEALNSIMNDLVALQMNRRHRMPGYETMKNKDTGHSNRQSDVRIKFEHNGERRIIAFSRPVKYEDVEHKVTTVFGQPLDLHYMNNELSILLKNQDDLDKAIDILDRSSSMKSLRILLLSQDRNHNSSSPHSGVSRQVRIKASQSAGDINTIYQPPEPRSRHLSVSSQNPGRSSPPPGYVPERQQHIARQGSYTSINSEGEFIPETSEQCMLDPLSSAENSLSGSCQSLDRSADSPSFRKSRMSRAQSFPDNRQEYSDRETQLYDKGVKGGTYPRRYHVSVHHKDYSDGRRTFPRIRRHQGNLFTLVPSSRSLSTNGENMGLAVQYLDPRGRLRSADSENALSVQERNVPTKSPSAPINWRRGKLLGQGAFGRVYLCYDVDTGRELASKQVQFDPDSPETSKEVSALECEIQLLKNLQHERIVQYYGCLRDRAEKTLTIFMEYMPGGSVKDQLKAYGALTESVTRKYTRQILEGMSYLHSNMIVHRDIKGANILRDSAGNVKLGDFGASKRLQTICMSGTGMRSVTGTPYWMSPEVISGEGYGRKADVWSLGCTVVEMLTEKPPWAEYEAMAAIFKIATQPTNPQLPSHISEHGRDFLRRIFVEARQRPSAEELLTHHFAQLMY
SUMO HTRF inh: SUMOylation inhibition; HTRF SUMOylation assay, SAE1/SAE2 + UBC9, in vitro; inhibition, % at 35 µM; 290,000 compounds, 0.36% hits; in the data active = inhibition above about 50%, passing the limit was not always enough; also: strong numbers were not always called active
Target sequence (P63279 whole entry, looked up): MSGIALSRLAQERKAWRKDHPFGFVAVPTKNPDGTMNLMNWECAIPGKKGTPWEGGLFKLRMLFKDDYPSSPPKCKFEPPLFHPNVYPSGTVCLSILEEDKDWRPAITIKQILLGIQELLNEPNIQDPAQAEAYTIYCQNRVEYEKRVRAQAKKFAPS
MEKK2 WT-MEK5: raises or lowers MEK5 binding to wildtype human MEKK2 PB1 domain; Q9Y2U5; bead flow cytometry, Alexa488-MEK5 binding to MEKK2 WT; actives lie on both sides; binding response (% of control), % at 10 µM; 290,000 compounds, 1.1% hits; AID 1531; in the data active = binding response below about 67% or above about 130%
MEKK2mut PB1 HTS: signal of MEK5 binding to mutant human MEKK2 PB1 domain; bead flow cytometry, Alexa488-MEK5 binding to MEKK2 mutant; percent response, % at 10 µM; 290,000 compounds, 0.35% hits; in the data active = percent response above about 24%, passing the limit was not always enough; also: inactives centre near 1; some results filed as inactive read as strong as hits; reference of the scale not given here
CRFR2-BP antag: CRF-BP/CRF-R2 complex antagonism; HEK293 CRF-R2/CRF-BP, CRF-induced calcium fluorescence; inhibition, % at 11.8 µM; 350,000 compounds, 0.59% hits; AID 588475;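 active = inhibition of the ligand-induced calcium signal above about 50% at the single tested concentration, limit read from the data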
HCV NS3 hel inh: blocks Hepatitis C virus NS3 helicase unwinding; NS3 helicase DNA unwinding, Cy5 molecular beacon fluorescence; inhibition, % at 10.9 µM; 290,000 compounds, 0.56% hits;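 active = inhibition above the mean of all tested compounds plus 3 SD, set per campaign, cut at about 35% in these data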;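 also: 0% = DMSO wells and 100% = thioflavine S control wells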
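Assay system – hepatitis C virus NS3 helicase domain fragment enzyme · Buffer or medium – MOPS pH 6.5, MgCl2, DTT, Tween20, BSA · Reagent – Cy5/quencher beacon DNA duplex and ATP to start · Compound – single 10.9 µM dose · Timing – 1 h at 25 °C · Technique – Cy5 beacon fluorescence read at start and 1 h · Measure – % inhibition of unwinding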
The depositor's hits bear a star; x = no result given. The list is partial. The share of hits here may be higher or lower than overall.

No. | compound | GalR3 antagonist | CRFBP-R2 agonist | FID counter | MEKK3 PB1 HTS | SUMO HTRF inh
1 | CCN(CC)CCSc1nnc2c3cc(C)ccc3n(Cc3ccccc3)c2n1 | -5 | 0.4 | 9 | 102 | 10
2 | COc1ccc(NC(=O)c2oc3ccccc3c2NC(=O)C(C)(C)C)cc1 | -3 | -0.7 | -8 | 109 | -32
3 | O=C(CSc1n[nH]c(-c2cccnc2)n1)Nc1ccnc2ccccc12 | -1 | -1.4 | 1 | 94 | 13
4 | Cc1cc(Cl)c2oc(C(=O)NCCC3CCCCO3)c(C)c2c1 (stereo not drawn) | 0 | -4.8 | -31 | 97 | -8
5 | CC(=O)c1ccc(NC(=O)/C(=C\c2ccccc2)NC(=O)/C=C/c2ccccc2)cc1 | 0 | -0.1 | -13 | 102 | 9
6 | Cc1cc(NC(=O)c2cc(C(C)(C)C)oc2C)no1 | -4 | -1.7 | -18 | 97 | 20
7 | O=C(c1cc([N+](=O)[O-])ccc1N1CCCC1)N1CCCCC1 | 1 | -3.0 | -3 | 105 | -2
8 | CC1(C)Cc2c(sc(NC(=O)COc3cccc4ccccc34)c2C#N)C(C)(C)N1 | -3 | -0.5 | 17 | 93 | 17
9 | CCCCOC(=O)Nc1ccc(C(C)C)cc1 | -3 | 0.9 | -1 | 96 | -21
10 | Cn1c(-c2ccccc2)c(CCO)c2ccccc21 | -4 | 0.6 | -10 | 101 | 18
11 | NNC(=O)c1ccc(CSc2nc3ccccc3[nH]2)cc1 | 1 | 0.0 | -6 | 90 | 2
12 | COc1ccc(C(=O)N2CCN(Cc3ccc(OC)c(OC)c3)CC2)cc1 | -2 | 1.0 | -14 | 106 | 3

No. | MEKK2 WT-MEK5 | MEKK2mut PB1 HTS | CRFR2-BP antag | HCV NS3 hel inh
1 | 121 | 15 | 0 | -62
2 | 108 | 5 | -19 | 2
3 | 93 | 0 | 2 | 6
4 | 100 | 2 | -4 | -5
5 | 95 | -1 | -8 | -1
6 | 100 | 2 | -46 | 0
7 | 103 | 1 | -1 | -15
8 | 97 | -3 | 8 | -53
9 | 101 | 2 | -9 | 3
10 | 94 | -5 | -1 | 2
11 | 90 | -10 | 0 | -13
12 | 106 | 5 | 9 | -4

Reprinted, entries 3–9
No. | compound | GalR3 antagonist | CRFBP-R2 agonist | FID counter | MEKK3 PB1 HTS | SUMO HTRF inh
3 | O=C(CSc1n[nH]c(-c2cccnc2)n1)Nc1ccnc2ccccc12 | -1 | -1.4 | 1 | 94 | 13
4 | Cc1cc(Cl)c2oc(C(=O)NCCC3CCCCO3)c(C)c2c1 (stereo not drawn) | 0 | -4.8 | -31 | 97 | -8
5 | CC(=O)c1ccc(NC(=O)/C(=C\c2ccccc2)NC(=O)/C=C/c2ccccc2)cc1 | 0 | -0.1 | -13 | 102 | 9
6 | Cc1cc(NC(=O)c2cc(C(C)(C)C)oc2C)no1 | -4 | -1.7 | -18 | 97 | 20
7 | O=C(c1cc([N+](=O)[O-])ccc1N1CCCC1)N1CCCCC1 | 1 | -3.0 | -3 | 105 | -2
8 | CC1(C)Cc2c(sc(NC(=O)COc3cccc4ccccc34)c2C#N)C(C)(C)N1 | -3 | -0.5 | 17 | 93 | 17
9 | CCCCOC(=O)Nc1ccc(C(C)C)cc1 | -3 | 0.9 | -1 | 96 | -21

No. | MEKK2 WT-MEK5 | MEKK2mut PB1 HTS | CRFR2-BP antag | HCV NS3 hel inh
3 | 93 | 0 | 2 | 6
4 | 100 | 2 | -4 | -5
5 | 95 | -1 | -8 | -1
6 | 100 | 2 | -46 | 0
7 | 103 | 1 | -1 | -15
8 | 97 | -3 | 8 | -53
9 | 101 | 2 | -9 | 3

(next part)
No. | compound | GalR3 antagonist | CRFBP-R2 agonist | FID counter | MEKK3 PB1 HTS | SUMO HTRF inh
13 | Cc1ccccc1OCC(=O)Nc1ccccc1N1CCC(C)CC1 | -2 | -1.7 | -10 | 109 | -5
14 | O=[N+]([O-])c1cc(-c2csc(NCCc3nc4cc(Cl)c(Cl)cc4n3CCCO)n2)ccc1Cl | -5 | -1.0 | x | 103 | x
15 | COc1cccc(NC(=O)C(C)OC(=O)CCCNC(=O)c2ccc(Cl)cc2)c1 (stereo not drawn) | 0 | -0.5 | -12 | 103 | 2
16 | O=C(C1=C[C@H](c2ccc(Br)cc2)C[C@H](OCCCCO)O1)N1CCN(Cc2ccc3c(c2)OCO3)CC1 | x | 2.0 | -22 | 90 | -3
17 | O=C(CN(Cc1ccco1)C(=O)CNS(=O)(=O)c1ccc(Cl)cc1)NC1CCCCC1 | -4 | 1.4 | -19 | 102 | 16
18 | COc1ccc(N(C(=O)c2ccco2)S(=O)(=O)c2cc(Cl)c(Cl)cc2Cl)cc1 | -5 | 0.6 | -7 | 95 | -13
19 | O=C(CCN1C(=O)c2ccccc2C1=O)Nc1cccc(F)c1 | -3 | -0.1 | -2 | 103 | 6
20 | CSc1nc2nc3c(c(=O)n2[nH]1)CCC3 | 0 | -0.4 | 2 | 87 | 7
21 | O=C(OCC(=O)N1CCCCC1)c1ccccc1SCC(=O)N1CCCCC1 | -3 | -3.4 | -18 | 93 | -1
22 | CC(C)CCn1nnnc1C(C(C)C)N1CCC(C(N)=O)CC1 (stereo not drawn) | -5 | 1.1 | -16 | 106 | 14
23 | COC(=O)C1=C(C)OC(N)=C(C#N)C1c1cc2cc(C)ccc2nc1Cl (stereo not drawn) | 2 | 1.1 | -9 | 102 | 27
24 | Cn1ccnc1C(O)c1cccc(OCc2ccccc2)c1 (stereo not drawn) | -10 | 0.9 | -1 | 104 | -3

No. | MEKK2 WT-MEK5 | MEKK2mut PB1 HTS | CRFR2-BP antag | HCV NS3 hel inh
13 | 109 | 4 | -54 | 0
14 | 101 | 1 | 2 | x
15 | 105 | 2 | 6 | 0
16 | 93 | 4 | -1 | -23
17 | 103 | 3 | -11 | -12
18 | 91 | -7 | 41 | -8
19 | 101 | 1 | -1 | -4
20 | 94 | -4 | 3 | 10
21 | 93 | -2 | 6 | -9
22 | 102 | 2 | -9 | 13
23 | 93 | -7 | 1 | 4
24 | 103 | 1 | 5 | 3

Additional compounds follow:
No. | compound | GalR3 antagonist | CRFBP-R2 agonist | FID counter | MEKK3 PB1 HTS | SUMO HTRF inh
25 | CCn1c(CN2CCOCC2)nnc1SCC(=O)Nc1cccc(C)c1 | 3 | -0.5 | -16 | 102 | 13
26 | CCOc1ccccc1NC(=O)CS(=O)(=O)c1cn(CC(=O)N2CCOCC2)c2ccccc12 | 3 | -0.3 | -32 | 106 | -1
27 | CC(C)(O)[C@H]1Cc2cc3ccc(=O)oc3cc2O1 | -13 | -1.1 | -2 | 75 | 20
28 | CCCc1nc(SCC(=O)Nc2nnc(CC)s2)c2c(=O)n(C)c(=O)n(C)c2n1 | -3 | 1.1 | -8 | 98 | 6
29 | Cc1ccc(C)c(OCCC(=O)NCCc2ccc(Cl)cc2)c1 | -3 | -2.7 | -39 | 101 | -5
30 | Nc1nnc(SCc2c(F)cccc2Cl)s1 | -2 | 0.1 | -3 | 86 | 8
31 | Cn1cc(CCNC(=O)c2ccc3nc(Cc4ccccc4F)oc3c2)cn1 | 4 | 2.0 | -44 | 100 | 12
32 | CCOc1ccc(-n2c(C)cc(/C=N/Nc3nc(C)cc(=O)[nH]3)c2C)cc1 | 0 | -1.4 | -15 | 96 | 16
33 | C/C=C\C=C/C(=O)Nc1cccc(C2=NOC3(C2)C[C@H](C(N)=O)N(C(=O)CC)C3)c1 (stereo partly drawn) | -4 | 0.2 | x | 95 | 17
34 | CCOc1ccc(OCC)c(NC(=O)C2CCCN(S(=O)(=O)c3c(C)noc3C)C2)c1 (stereo not drawn) | -6 | -0.7 | 6 | 100 | 19
35 | S=c1nc2ccccc2c2nc(-c3ccccc3Br)[nH]n12 | -8 | 2.3 | -13 | 100 | 8
36 | O=C1CC(=C2c3ccccc3-c3ccccc32)C(=O)N1CCCCN1CCN(c2ccccc2)CC1 | x | -0.6 | 20 | 103 | 12

No. | MEKK2 WT-MEK5 | MEKK2mut PB1 HTS | CRFR2-BP antag | HCV NS3 hel inh
25 | 102 | 6 | 2 | 1
26 | 109 | 11 | -5 | 1
27 | 82 | -14 | 12 | 6
28 | 100 | 1 | -7 | 1
29 | 99 | -3 | 18 | -9
30 | 95 | -23 | -2 | -1
31 | 105 | 4 | 3 | 1
32 | 95 | -4 | 5 | 9
33 | 100 | 5 | -4 | x
34 | 102 | 2 | 5 | 0
35 | 104 | -3 | -13 | 14
36 | 155* | 12 | -11 | -38

Next part.
No. | compound | GalR3 antagonist | CRFBP-R2 agonist | FID counter | MEKK3 PB1 HTS | SUMO HTRF inh
37 | CCOC(=O)C[C@H]1c2ccccc2S(=O)(=O)N1C1CC1 | -6 | -0.7 | x | 103 | x
38 | CN(C)S(=O)(=O)N1CCN(C(=O)c2cccc(Br)c2)CC1 | -8 | -1.8 | -7 | 101 | -1
39 | CCC(C)NC(=O)CCCCCn1c(=O)[nH]c2cc(OC)c(OC)cc2c1=O (stereo not drawn) | -4 | 0.0 | -20 | 99 | -11
40 | O=C(CSCc1ccccn1)Nc1ccccc1 | -2 | -2.1 | -1 | 97 | 19
41 | COc1cc(OC)cc(C(=O)NCCn2ccc3ccccc32)c1 | x | 2.1 | -10 | 98 | -5
42 | Cc1cccc(NC(=O)NC2CC3CCC(C2)N3Cc2ccco2)c1 (stereo not drawn) | -5 | 2.4 | 6 | 100 | 17
43 | O=C(CNCc1ccc(Cl)cc1)N1CCc2ccccc2C1 | -8 | -0.7 | 2 | 105 | 14
44 | C=CCNC(=O)c1c(Cl)cccc1Cl | 3 | -4.4 | 0 | 98 | -10
45 | CCCCNC(=O)c1ccc(SCC(=O)N(CC)CC)c([N+](=O)[O-])c1 | 1 | -1.4 | -4 | 104 | -4
46 | CC1(C)Cc2sc3c(=O)[nH]c(=S)[nH]c3c2CO1 | 6 | -1.8 | -7 | 99 | 9
47 | CC1(C)CC(=O)C2=C(C1)NCN(Cc1ccccc1)C2 | -6 | 0.9 | 0 | 101 | 14
48 | O=C(CCN1C(=O)/C(=C/c2cccs2)SC1=S)Nc1ccc(O)cc1 | -8 | -0.9 | -3 | 99 | 22

No. | MEKK2 WT-MEK5 | MEKK2mut PB1 HTS | CRFR2-BP antag | HCV NS3 hel inh
37 | 101 | 3 | 0 | x
38 | 102 | 2 | 13 | -1
39 | 98 | 0 | 9 | -9
40 | 100 | -6 | 15 | 3
41 | 97 | 4 | 6 | -1
42 | 100 | -2 | 20 | 1
43 | 107 | 6 | -24 | -10
44 | 100 | -1 | 15 | -1
45 | 96 | -6 | 5 | 5
46 | 105 | 0 | -2 | -5
47 | 95 | -2 | 17 | 4
48 | 90 | 0 | -5 | 21

The list goes on:
No. | compound | GalR3 antagonist | CRFBP-R2 agonist | FID counter | MEKK3 PB1 HTS | SUMO HTRF inh
49 | Cc1c(-c2ccccc2)nc(N)c(C#N)c1-c1cccs1 | -4 | -1.1 | -6 | 104 | -19
50 | CCOC(=O)c1c(C)[nH]c(NC(=O)Nc2ccc(NC(C)=O)cc2)c1C | -10 | -0.7 | -13 | 98 | -5
51 | CN(CCC#N)C(=O)COC(=O)c1cc(Cl)cc(Cl)c1N | -6 | 1.4 | -3 | 91 | 25
52 | O=C(Nc1ccc(S(=O)(=O)Nc2ncccn2)cc1)c1cc([N+](=O)[O-])ccc1Cl | -9 | -0.5 | -1 | 100 | 11

No. | MEKK2 WT-MEK5 | MEKK2mut PB1 HTS | CRFR2-BP antag | HCV NS3 hel inh
49 | 104 | -1 | -5 | -2
50 | 100 | -4 | -3 | -5
51 | 87 | -12 | 17 | 0
52 | 100 | 2 | 3 | -8
